Screening results deposited in PubChem BioAssay by several laboratories.
NF-kB expr up = NF-kB expression increase, human neuronal cells. NF-kB reporter expression; hits give high values. fold change at 12.5 µM. 190,000 compounds, 1.6% hits. AID 1239; in the data active means fold change above about 3.3
APP 5UTR inh = APP translation inhibition. inhibition, % at 2 µM. SH-SY5Y APP 5'UTR-luciferase reporter, luminescence. 190,000 compounds, 0.82% hits;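 active means inhibition above a set limit, derived from the sample mean plus 3 SD, cut at about 45% in these data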; further: values of inactives mirror those of a sister screen read the other way
APP 5'UTR act = activates APP 5'UTR luciferase reporter; SH-SY5Y APP 5'UTR luciferase reporter, luminescence; zero percent = DMSO vehicle wells; activation, % at 2 µM; 190,000 compounds, 1% hits; AID 1276;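 active means activation above a set limit, based on mean plus 3 SD of controls, cut at about 140% in these data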; further: values of inactives mirror those of a sister screen read the other way
TLR4-MyD88 BLA = TLR4-MyD88 interaction inhibition in cells; HeLa CL3-4 TLR4/MyD88 BLA complementation, FRET ratio; inhibition, % at 8.4 µM; 200,000 compounds, 0.18% hits; AID 861; in the data active means inhibition above about 25%;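 further: 0% = vehicle and 100% = reference inhibitor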
Target sequence (O00206 whole entry, looked up): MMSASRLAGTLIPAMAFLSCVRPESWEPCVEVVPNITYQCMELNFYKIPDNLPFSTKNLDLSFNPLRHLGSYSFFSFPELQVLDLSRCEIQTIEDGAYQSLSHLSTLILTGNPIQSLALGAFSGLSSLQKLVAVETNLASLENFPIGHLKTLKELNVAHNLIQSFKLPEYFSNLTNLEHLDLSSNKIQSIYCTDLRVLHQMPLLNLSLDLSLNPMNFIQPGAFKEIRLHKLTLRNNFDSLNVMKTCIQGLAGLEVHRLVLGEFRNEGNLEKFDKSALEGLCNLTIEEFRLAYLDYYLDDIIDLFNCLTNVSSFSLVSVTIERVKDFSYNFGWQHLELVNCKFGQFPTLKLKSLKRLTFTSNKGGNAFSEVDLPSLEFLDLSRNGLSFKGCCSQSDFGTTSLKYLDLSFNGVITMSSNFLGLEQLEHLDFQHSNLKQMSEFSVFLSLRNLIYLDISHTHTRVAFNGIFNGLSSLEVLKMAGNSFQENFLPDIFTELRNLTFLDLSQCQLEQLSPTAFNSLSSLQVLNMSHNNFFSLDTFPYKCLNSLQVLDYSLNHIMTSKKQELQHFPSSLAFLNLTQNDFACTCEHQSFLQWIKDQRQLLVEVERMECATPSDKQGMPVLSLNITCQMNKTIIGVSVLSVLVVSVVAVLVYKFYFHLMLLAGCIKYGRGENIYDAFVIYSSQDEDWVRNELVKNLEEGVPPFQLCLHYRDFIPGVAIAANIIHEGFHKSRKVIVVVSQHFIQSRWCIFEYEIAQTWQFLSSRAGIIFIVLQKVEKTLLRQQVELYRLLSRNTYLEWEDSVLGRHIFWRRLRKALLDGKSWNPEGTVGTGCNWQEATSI
Target sequence (Q99836 whole entry, looked up): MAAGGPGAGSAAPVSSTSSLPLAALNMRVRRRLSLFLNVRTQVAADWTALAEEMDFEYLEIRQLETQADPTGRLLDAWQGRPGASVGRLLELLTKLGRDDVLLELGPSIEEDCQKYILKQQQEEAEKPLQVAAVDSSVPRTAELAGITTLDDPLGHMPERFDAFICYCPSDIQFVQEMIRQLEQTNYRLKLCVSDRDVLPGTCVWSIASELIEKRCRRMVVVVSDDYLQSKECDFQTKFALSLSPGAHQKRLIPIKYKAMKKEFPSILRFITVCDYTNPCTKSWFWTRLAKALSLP
Diaphorase act = activates diaphorase or chemically reduces, flagging diaphorase assay artifacts; 190,000 compounds, 0.005% hits; Diaphorase/resazurin coupled assay, resorufin fluorescence, 16 min; hits give high values; 1 = vehicle wells, 0 = NADH-free wells; activation factor at 20 µM;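 active means diaphorase activity raised at least twofold by the compound at 20 µM; inactive means activation factor below 2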
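Test system: Clostridium kluyveri diaphorase, purified enzyme; input: enzyme 0.07 U/mL final; buffer or medium: 50 mM HEPES pH 7.4 with 4.542 mM MgCl2, 0.005% Tween 20; also added: 0.114 mM NADH and 0.1 mM resazurin, final amounts; schedule: 16 min enzyme reaction, ambient temperature; technique: fluorescence of resorufin, 544 nm excitation, 590 nm emission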
Diaphorase inh = inhibits diaphorase or chemically oxidizes, flagging diaphorase assay artifacts | AID 1217 | inhibition, % at 20 µM | diaphorase resazurin-to-resorufin fluorescence, NADH, 16 min; bacterial (C. kluyveri) enzyme, not human | 190,000 compounds, 0.69% hits;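 active means primary screen inhibition at 20 µM above a set limit, cut at about 50% in these data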;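 further: plate controls were DMSO with full reaction for no effect and wells lacking NADH for full effect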
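System: Diaphorase enzyme from Clostridium kluyveri | Amount: Enzyme working solution with 0.14 U/mL diaphorase | Benchmarks: No-NADH positive control and DMSO neutral control | Signal: Fluorescence of resorufin formed from resazurin, Ex 544/Em 590 nm | Schedule: 16-min room-temperature incubation before reading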
FLuc inh counter = counter-screen for luciferase assay inhibitors: firefly luciferase inhibition. 200,000 compounds, 1.5% hits. P08659. ATPLite firefly luciferase biochemical luminescence, 10 min. inhibition, % at 10 µM;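 active means inhibition above about 50% when tested at 10 µM, limit read from the data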
G6PDH CS = inhibits Leuconostoc G6PDH, flagging false hits in G6PDH-based assays; 200,000 compounds, 0.12% hits; inhibition, % at 5 µM; Purified L. mesenteroides G6PDH, diaphorase/resazurin coupled fluorescence, 45 min; AID 1020; in the data active means inhibition above about 50%
FLuc act counter = firefly luciferase counter-screen for stimulation assays; P08659; ATPlite luciferase biochemical, luminescence, 10 min; 0 = ATP-free wells, 1 = DMSO control; activation factor at 10 µM; 200,000 tested, under 10 active; AID 1027;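 active means luciferase activation factor, scaled between plate controls, of at least 2 with compound at 10 µM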
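Assay system: Luciferase/luciferin detection reagent, cell-free biochemical luciferase assay / Read-out: luciferase activation / Benchmarks: No-ATP low control, compound-free enzyme-plus-ATP high control / Medium: PBS buffer for ATP / Detection: luminescence measurement of luciferase light output / Schedule: 10 min at ambient temperature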
STAT1 activator = STAT1 signaling activation | 200,000 compounds, 2.6% hits | activation (% of control), % at 5.5 µM | NIH 3T3 STAT1-luciferase reporter, IFN-gamma, luminescence; 100% = IFN-gamma alone, no compound;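 active means activation above the screen-wide mean activation plus 3 SD, cut at about 130% in these data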;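 further: raw ratio to IFN-gamma control signal so 100% means no change and 0% no light; values of inactives mirror those of a sister screen read the other way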
Active calls of the source: *; x = not tested or not shown. Hits appear at their usual frequency; 5.6% or so of the library scored in one or more.

Every second line gives: TLR4-MyD88 BLA	Diaphorase inh	STAT1 activator	G6PDH CS	Diaphorase act	APP 5'UTR act	FLuc inh counter	NF-kB expr up	APP 5UTR inh	FLuc act counter
- Cc1ccc(NCc2ccncc2)c(Br)c1
    8	8	95	22	0.9	22	4	1.2	-22	1
- CCC(C)(C)n1nnnc1CN1CCc2ccccc21
    -6	11	100	3	0.9	-3	-4	1.2	3	1
- CCc1cccc(OCCOCCN2CCCC2)c1
    -3	8	90	-1	0.9	0	-7	1.1	0	1.1
- Cc1ccc(-c2n[nH]c(=S)n2C)cc1
    2	17	96	-2	0.8	-3	-7	0.89	3	1.1
- Cc1ccc(NC(=O)CC2SC(=Nc3ccc(O)cc3)NC2=O)cc1 (centres undefined)
    0	7	99	1	0.9	-6	1	1	6	1
- CN1CCN(CC#CCn2c3ccccc3c3ccccc32)CC1
    -7	0	96	1	1	0	-3	1.1	0	1
- COc1ccc(N(CC(=O)N/N=C/c2ccc3c(c2)OCO3)S(=O)(=O)c2ccc(NC(C)=O)cc2)cc1
    1	6	109	1	0.9	-11	2	0.76	11	1
- COc1ccc(/C(C)=N\NC(=O)c2ccc3c(c2)OCO3)cc1OC
    -7	1	110	4	1	24	7	1.2	-24	0.9
- Cc1ccccc1OCC(=O)Nc1ccccc1N1CCOCC1
    -1	7	97	1	0.9	4	-6	1	-4	1.1
- CCN(CC)CCNC(=O)c1cc(Sc2nnc(C)s2)nc2ccccc12
    13	4	99	5	1	7	0	2.6	-7	1
- CCC1Cc2c(nc3c4c(nc(N5CCOCC5)c(C#N)c24)NC(C)=N3)O1 (centres undefined)
    6	x	104	x	x	4	x	x	-4	x
- COc1cc(OC)c(C(=O)OCC(=O)c2cc(C)n(CC3CCCO3)c2C)cc1OC (centres undefined)
    -4	14	98	-1	0.9	19	29	1	-19	0.7
- NC(=O)c1sc2nc3c(cc2c1N)CCC3
    -2	0	109	2	1	27	23	2	-27	0.8
- Cn1c(=O)cc(OCCCC(=O)NCc2ccccn2)c2ccccc21
    -2	-5	102	1	1	-3	-7	1.2	3	1.1
- CCOC(=O)c1cc(C(C)=O)c(=O)[nH]c1C
    -1	3	104	4	1	222*	-3	1.1	-222	1
- COc1ccccc1-n1c2c(cc(C(=O)N3CCC(C)CC3)c1=O)C(=O)CC(C)(C)C2
    -19	0	103	0	1	8	-4	0.99	-8	1
- COc1ccccc1CNC(=O)C1CC(=O)N(c2ccc(C)c(C)c2)C1 (centres undefined)
    -1	11	98	8	0.9	-3	4	0.98	2	1
- Cc1ccc(Cn2c(=O)n(CCC(=O)NCc3ccc4c(c3)OCO4)c(=O)c3ccccc32)cc1
    -4	0	96	4	1	-13	-7	0.86	13	1.1
- O=C(c1ccc(CSCc2ccccc2F)o1)N1CCN(c2ccc(N3CCOCC3)nn2)CC1
    8	26	89	-28	0.7	-4	1	0.37	4	1
- N#Cc1c2c(c(Nc3ccc(O)cc3)n3c1nc1ccccc13)CCC2
    1	8	95	12	0.9	20	-10	1.2	-20	1.1
- CCOC(=O)C1=C(N)OC2=C(C(=O)CCC2)C1c1cccnc1 (centres undefined)
    6	5	101	12	0.9	-6	-1	1.1	6	1
- O=C(NCc1ccco1)C12CC3CC(C1)CC(C(=O)NCc1ccco1)(C3)C2
    1	10	103	3	0.9	0	-4	0.99	0	1
- COC(=O)c1cc2sccc2n1Cc1nc(-c2cccc(Cl)c2)oc1C
    4	29	101	2	0.7	8	-3	0.9	-8	1
- CC(C)NC(=O)CSc1nc2ccccc2c(=O)n1CCCOC(C)C
    3	10	97	-2	0.9	-16	-3	0.95	16	1
- COc1ccc(-n2nnc3c(SCC(=O)Nc4ccc5c(c4)OCCO5)ncnc32)cc1
    17	7	100	0	0.9	-18	9	1.1	18	0.9
- COc1ccc(-c2ccc(SCC(=O)Nc3cccc(C(C)=O)c3)nn2)cc1OC
    -9	20	102	5	0.8	43	61*	1.1	-43	0.4
- CSc1cccc(NS(=O)(=O)c2ccc3c(c2)oc(=O)n3C)c1
    -5	19	94	3	0.8	-4	-8	1.1	4	1.1
- Cc1ccc(NC(=O)c2cc(C(=O)c3cc(Cl)ccc3O)cn(-c3ccc(C)cc3)c2=O)cc1
    -10	25	100	-5	0.8	16	-5	0.89	-16	1.1
- COc1ccc(C2c3c(oc4c(C)cc(C)cc4c3=O)C(=O)N2Cc2cccnc2)cc1OC (centres undefined)
    x	8	x	-2	0.9	x	-5	x	x	1
- COCCNC(=O)CN1CCOc2ccccc21
    0	15	94	4	0.8	4	-4	1.4	-4	1

Some of the entries above in another layout.
mol	TLR4-MyD88 BLA	Diaphorase inh	STAT1 activator	G6PDH CS	Diaphorase act	APP 5'UTR act	FLuc inh counter	NF-kB expr up	APP 5UTR inh	FLuc act counter
Cc1ccc(NCc2ccncc2)c(Br)c1	8	8	95	22	0.9	22	4	1.2	-22	1
CCC(C)(C)n1nnnc1CN1CCc2ccccc21	-6	11	100	3	0.9	-3	-4	1.2	3	1
CCc1cccc(OCCOCCN2CCCC2)c1	-3	8	90	-1	0.9	0	-7	1.1	0	1.1
Cc1ccc(-c2n[nH]c(=S)n2C)cc1	2	17	96	-2	0.8	-3	-7	0.89	3	1.1
Cc1ccc(NC(=O)CC2SC(=Nc3ccc(O)cc3)NC2=O)cc1 (centres undefined)	0	7	99	1	0.9	-6	1	1	6	1
CN1CCN(CC#CCn2c3ccccc3c3ccccc32)CC1	-7	0	96	1	1	0	-3	1.1	0	1
COc1ccc(N(CC(=O)N/N=C/c2ccc3c(c2)OCO3)S(=O)(=O)c2ccc(NC(C)=O)cc2)cc1	1	6	109	1	0.9	-11	2	0.76	11	1
COc1ccc(/C(C)=N\NC(=O)c2ccc3c(c2)OCO3)cc1OC	-7	1	110	4	1	24	7	1.2	-24	0.9
Cc1ccccc1OCC(=O)Nc1ccccc1N1CCOCC1	-1	7	97	1	0.9	4	-6	1	-4	1.1

Continuation:
Every second line gives: TLR4-MyD88 BLA	Diaphorase inh	STAT1 activator	G6PDH CS	Diaphorase act	APP 5'UTR act	FLuc inh counter	NF-kB expr up	APP 5UTR inh	FLuc act counter
- Cc1cc(Nc2ccccc2C(=O)O)nc2nc3ccccc3c(=O)n12
    -21	9	95	-5	0.9	9	-12	0.98	-9	1.1
- CN(C(=O)COC(=O)c1cc(-c2ccc(Cl)s2)nc2ccccc12)C1CCS(=O)(=O)C1 (centres undefined)
    -8	23	102	0	0.8	3	-7	0.9	-3	1.1
- CC(COC(=O)c1ccccc1)(COC(=O)c1ccccc1)/[N+]([O-])=C/c1ccccc1
    -8	17	98	5	0.8	-10	-8	1.1	10	1.1
- CC(=O)Nc1cccc(C(=O)N/N=C/c2cccnc2)c1
    5	-4	103	5	1	-7	16	1.3	7	0.8
- O=C(c1cnn2ccccc12)N1CCc2ccccc21
    -11	7	136*	-4	0.9	145*	49	3.7*	-145	0.5
- CCOC(=O)c1cc(-c2ccccc2)sc1NC(=O)C(C)(C)C
    -1	0	103	7	1	12	-5	1.1	-12	1
- Oc1ccc(C=Nc2cccc3ncccc23)c(O)c1
    -12	45	99	-40	0.5	-12	-3	2.6	12	1
- O=C(NCCCN1CCOCC1)C(=O)NCC1CCCO1 (centres undefined)
    -2	5	101	-1	1	-20	-1	1.1	20	1
- Cc1c(C(=O)NCC2COc3ccccc3O2)oc2ccc(S(=O)(=O)N3CC(C)CC(C)C3)cc12 (centres undefined)
    7	13	93	5	0.9	-11	-5	0.53	11	1.1
- CCSc1nnc2n(N)c(=O)c3ccccc3n12
    -2	1	104	5	1	5	-9	1.4	-5	1.1
- O=C(NNC(=O)C1CCCCC1)c1cnccn1
    -4	25	97	-5	0.8	19	5	0.95	-19	0.9
- COP(=O)(/C=C/c1ccccc1)C(O)c1ccc(F)cc1 (centres undefined)
    3	5	97	6	1	10	-10	0.95	-10	1.1
- Cc1ccc(N2C(N)=C(C#N)C(c3cccnc3)C3=C2CCCC3=O)cc1 (centres undefined)
    16	49	97	11	0.5	-3	-8	1.3	3	1.1
- Cc1ccccc1N(CC(=O)NCCSc1ccccn1)S(=O)(=O)c1ccccc1
    -9	-3	100	11	1	12	-2	1	-12	1
- CCCOc1ccc(/C(CC)=N/NC(=O)C2(C)CC2(Br)Br)cc1 (centres undefined)
    11	18	101	2	0.8	-19	-6	0.99	20	1.1
- CC1CCC(NC(=O)Cn2c(=O)[nH]c3ccsc3c2=O)CC1 (centres undefined)
    -3	0	118	5	1	-2	-2	1.7	2	1
- CC1(C)CC(=O)C2=C(C1)Nc1ccccc1N1C(=O)c3ccccc3C21 (centres undefined)
    6	0	93	6	1	13	-7	0.81	-13	1.1
- COc1ccc(OCC(=O)Nc2ccccc2OC)cc1
    15	24	90	-3	0.8	9	2	1.5	-9	1
- CC1(C)CC(=O)CC(C)(C)N1OC(=O)c1ccncc1
    2	4	104	-2	1	9	-2	1.1	-9	1
- Cc1nnc(Sc2cc(NCCO)c([N+](=O)[O-])c3nonc23)s1
    2	40	104	12	0.6	-33	-5	1.6	33	1.1
- S=C(Nc1ccccc1)N1N=CCC1c1ccccc1 (centres undefined)
    -3	9	95	8	0.9	25	5	1.8	-25	1
- CNC(=S)NNC(=O)c1cn(C)nc1C
    0	-1	105	3	1	11	0	0.98	-11	1
- O=C(CSc1nnc(CN2CCCCC2)n1-c1ccccc1)c1ccc2c(c1)OCO2
    -14	16	98	-11	0.8	-18	-8	1.2	18	1.1
- CCn1nc(CC(=O)Nc2ccc(-n3cnnn3)c(OC)c2)c2ccccc2c1=O
    -8	10	107	7	0.9	-20	-4	1.1	20	1
- Cc1cccc(NC(=S)NCC(c2cccnc2)N2CCOCC2)c1 (centres undefined)
    -2	5	102	-7	0.9	3	-10	1.1	-3	1.1
- COc1cccc(C(=O)N(CN2CCCC2=O)c2cc(C)on2)c1
    -3	-13	98	5	1.1	-2	0	1.1	2	1
- Cc1ccc(S(=O)(=O)Nc2ccccc2C(=O)Nc2sccc2C(=O)NN(C)C)cc1
    -3	15	104	8	0.9	5	-14	1.2	-5	1.1
